Screens from PubChem BioAssay.
RORgamma inh: inhibitors of mouse ROR gamma transcriptional activity. P51450. Drosophila S2 Gal4-RORgamma UAS-luciferase reporter, 20 h. Potency, µM (highest dose often 53.6 µM), for inactives: at the highest dose activity change, negative = inhibition, most hits filed as inhibitors. 310,000 tested, 5.4% active. AID 2551; note: potency is the fitted concentration of half-maximal effect; % is set by controls: 0 for no effect and ±100 for the full control effect; nearly all actives have a fitted effect of over 60% in size
Target sequence (P51450 whole entry, looked up, the tested form may be a part): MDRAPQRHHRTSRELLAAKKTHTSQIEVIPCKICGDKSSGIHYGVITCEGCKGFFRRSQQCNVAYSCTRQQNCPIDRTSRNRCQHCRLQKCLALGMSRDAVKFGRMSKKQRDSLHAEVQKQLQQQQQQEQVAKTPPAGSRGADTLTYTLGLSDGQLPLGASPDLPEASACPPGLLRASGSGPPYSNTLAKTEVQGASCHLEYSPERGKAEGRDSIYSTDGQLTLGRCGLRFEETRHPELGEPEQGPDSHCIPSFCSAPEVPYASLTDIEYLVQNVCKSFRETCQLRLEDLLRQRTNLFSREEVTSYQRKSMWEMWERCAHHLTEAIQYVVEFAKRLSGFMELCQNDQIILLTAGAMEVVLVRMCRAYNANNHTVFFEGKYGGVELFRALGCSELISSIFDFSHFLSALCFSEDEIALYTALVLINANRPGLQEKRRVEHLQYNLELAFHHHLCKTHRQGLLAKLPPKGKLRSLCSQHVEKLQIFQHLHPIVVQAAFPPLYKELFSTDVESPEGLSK
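Stable Schneider cell line, Gal4 DNA-binding domain fused to ROR gamma, UAS-luciferase. Cmpd 1 hr RT → CuSO4 700 uM final → 20 hr RT → luciferase reagent 10 min → luminescence.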
Giardia kill: kills Giardia lamblia; activity change, % at 7.66 µM, hits read low; 340,000 tested, 0.15% active; Giardia lamblia trophozoite viability; in the data active = activity change below about -80%; inconclusive = between about -30% and that limit;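 note: parasites exposed to compound for two days anaerobically before the ATP read; % is set by controls: 0 for no effect and ±100 for the full control effect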
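Media and compound were dispensed first, then trophozoites at 100 cells/well; plates sat 48 hrs at 37 deg C without oxygen before ATP luminescence reagent was added and read after 15-30 min at room temperature.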
Gal4-VP16 FLuc: Gal4-VP16 reporter inhibition counter-screen | Drosophila S2 Gal4-VP16 UAS-luciferase, luminescence, 20 h | Potency, µM (series often up to 53.6 µM), inactives show at the highest dose activity, negative = inhibition, actives largely listed as inhibitors | 310,000 tested, 3.5% active;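 note: Gal4-VP16 expression switched on by copper sulfate through the metallothionein promoter; potency is the fitted concentration of half-maximal effect; % is set by controls: 0 for no effect and ±100 for the full control effect; nearly all actives have a fitted effect of over 50% in size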
Coupling enz: counter-screen for Giardia aldolase inhibitors: coupling enzyme system; coupling enzyme system counterscreen, AmpLite Red fluorescence; activity change, negative = inhibition, % at 58.2 µM, hits read low; 290,000 tested, 0.67% active; AID 2472; in the data active = activity change below about -30%; note: % is set by controls: 0 for no effect and ±100 for the full control effect
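Coupling enzymes only (glyceraldehyde-3-phosphate) + compound, at 57.5 uM final, 10 min RT; add substrate/coupling/AmpLite Red mix, 20 min RT; fluorescence ex 525/em 598 nm. Actives flag coupling-system interference.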
ELG1 genotoxic: induces genotoxicity in HEK293T cells with luciferase-tagged ELG1; HEK293T ELG1-luciferase reporter, luminescence, 16 h; Potency, µM (series often up to 46 µM), for the others: at the highest dose activity change, positive = activation, most hits filed as activators; 330,000 tested, 1.3% active; AID 504466; note: potency is the fitted concentration of half-maximal effect; % of control where 0% means no effect; nearly all actives have a fitted effect of over 60% in size
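Cells (2,000/well) expressing the ELG1-luciferase fusion are dosed by pin tool and kept 16 hr at 37 °C, 5% CO2. Signal comes from ONE-Glo luciferase reagent after 30 min at room temperature.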
KCNH2 3.1 inh: KCNH2 3.1 (human) potassium channel inhibition. U2OS KCNH2 3.1, thallium flux FluxOr; hits give low values. activity change, % (tested at about 1.8 µM). 340,000 tested, 0.95% active. AID 720553;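 active = maximum activity change below -70%; inconclusive = maximum activity change from -70% to -50%; inactive = maximum activity change above -50%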;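 note: thallium influx rate constant from kinetic fluorescence after stimulation buffer; % is set by controls: 0 for no effect and ±100 for the full control effect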
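Virally transduced U2OS (3.1 isoform, 4 h infection in dark at RT) → overnight 37 C → FluxOr + Red40 in HBSS/HEPES, 45 min → stimulation buffer, 2 min kinetic read → rate constant vs DMSO controls.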
Tb PFK inh: T. brucei PFK enzyme inhibition. Potency, µM (titrated, usually from 57.5 µM), for the others: at the top dose activity, negative = inhibition, most hits filed as inhibitors. O15648. T. brucei PFK, ADP-Glo luminescence. 330,000 tested, 0.17% active. AID 485367;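 note: potency is the fitted concentration of half-maximal effect; 0% = uninhibited 1x PFK enzyme wells and -100% = no-enzyme wells; nearly all actives have a fitted effect of over 60% in size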
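PFK 1.25 nM, F6P 0.5 mM, ATP 0.1 mM, 0.1 M TEA pH 8.0, 5 mM MgCl2, 0.01% Tween20, 0.1% BSA; 45 min RT. ADP-Glo readout. qHTS titration up to 57 uM; curves fitted, compounds curve-classed.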
NPC1 promoter act: activators of NPC1 promoter; Huh7 NPC1 promoter luciferase reporter, 24 h; Potency, µM (series often up to 9.22 µM), without a hit: top-dose activation, most hits filed as activators; 320,000 tested, 2.4% active; AID 485313;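 note: potency is the fitted concentration of half-maximal effect; % of control where 0% means no effect; nearly all actives have a fitted effect of over 60% in size; reporter is driven by a mutant NPC1 promoter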
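Luminescence from an NPC1 promoter-driven luciferase reporter in stably transfected Huh7 cells was measured after 24 h compound treatment at 37 °C, followed by 10 min ambient incubation with luciferase detection reagent.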
Rab9 promoter act: Rab9 promoter activation. 320,000 tested, 2.8% active. Potency, µM (titrated, usually from 9.22 µM), for inactives: at the top dose activation, negative = inhibition, actives largely listed as activators. Huh7 Rab9 promoter-luciferase reporter, luminescence, 24 h; note: potency is the fitted concentration of half-maximal effect; % of control where 0% means no effect; nearly all actives have a fitted effect of over 60% in size
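Luciferase signal after 10 min detection reagent at ambient indicates Rab9 promoter upregulation; stably transfected Huh7 cells were treated 24 h with compound in DMSO at 37 °C, 5% CO2.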
FLuc counter: inhibits or activates purified firefly luciferase, miR-21 counter-screen; P08659; purified FLuc, Km substrates, luminescence inhibition; Potency, µM (titrated, usually from 57.5 µM), for the others: at the highest dose activity change, negative = inhibition, most hits filed as inhibitors; 360,000 tested, 6.9% active; AID 588342;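 note: potency is the fitted concentration of half-maximal effect; plate controls were vehicle for no effect and reference inhibitor for full effect; nearly all actives have a fitted effect of over 55% in size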
Target sequence (P08659 whole entry, looked up): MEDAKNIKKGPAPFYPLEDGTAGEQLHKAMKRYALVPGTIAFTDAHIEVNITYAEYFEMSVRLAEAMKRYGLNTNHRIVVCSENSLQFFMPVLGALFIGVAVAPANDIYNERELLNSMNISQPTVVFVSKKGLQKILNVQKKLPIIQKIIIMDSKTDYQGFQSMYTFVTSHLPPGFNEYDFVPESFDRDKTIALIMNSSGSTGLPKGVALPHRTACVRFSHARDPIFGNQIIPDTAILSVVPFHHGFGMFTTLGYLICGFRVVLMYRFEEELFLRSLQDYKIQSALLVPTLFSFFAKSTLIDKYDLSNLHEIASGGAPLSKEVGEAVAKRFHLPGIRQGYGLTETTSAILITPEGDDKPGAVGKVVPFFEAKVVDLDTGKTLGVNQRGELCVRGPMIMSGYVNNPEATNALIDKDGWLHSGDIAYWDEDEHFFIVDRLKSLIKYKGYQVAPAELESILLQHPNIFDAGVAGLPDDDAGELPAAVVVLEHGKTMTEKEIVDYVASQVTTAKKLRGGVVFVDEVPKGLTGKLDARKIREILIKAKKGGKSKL
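Purified P. pyralis luciferase (10nM final) with 10uM D-luciferin and 10uM ATP (Km levels) in 50mM Tris acetate pH 7.5, 10mM Mg acetate, 0.01% Tween-20, 0.05% BSA; qHTS 6-point titration, ~60 µM downward; luminescence read.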
uPA generation: blocks generation of uPA at the cell surface; AID 540303; cell surface uPA generation assay, qHTS; 330,000 tested, 0.31% active; Potency, µM (titrated, usually from 38.3 µM), for inactives: at the top dose activity change, negative = inhibition, usual class: inhibitors; active = well fitted inhibition curve with a large enough effect; inconclusive = small, poorly fitted or top-dose-only effect; inactive = no such curve, though single readings can be large or run the other way; tested in mouse RAW 264.7 cells; note: potency is the fitted concentration of half-maximal effect; % is set by controls: 0 for no effect and ±100 for the full control effect; nearly all actives have a fitted effect of over 55% in size
Numbers without * were called inactive; ? = inconclusive; . = not tested or not shown; [ ] = remark or other dose. Unless noted, calls come from the whole dose curve; as a rule, active = well fitted curve in the direction sought with a large enough effect; inconclusive = small, poorly fitted or top-dose-only effect, or another doubt; inactive = no such curve, though single readings can be large; an effect the other way counts as inactive or inconclusive.

SMILES	RORgamma inh	Giardia kill	Gal4-VP16 FLuc	Coupling enz	ELG1 genotoxic	KCNH2 3.1 inh	Tb PFK inh	NPC1 promoter act	Rab9 promoter act	FLuc counter	uPA generation
CC(=O)Nc1sc(C)c(C)c1C(=O)OC1CCOC1=O (centres undefined)	-34%	21	15%	0	9%	1	20%	1%	-3%	4%	4%
CN1C(=O)CC(C(=O)Nc2ccccc2F)SC1=Nc1ccc2c(c1)OCO2 (centres undefined)	-4%	4	-16%	-1	6%	-9	-3%	-2%	-1%	-1%	4%
c1nc(N2CCN(Cc3ccc4c(c3)OCO4)CC2)c2[nH]cnc2n1	-15%	-20	-6%	4	-7%	-2	5%	-1%	0%	0%	-3%
Cc1nc2sc3c(c2c2nnc(SCC(=O)NCc4ccco4)n12)CCCC3	-40%	8	-7%	8	-1%	1	-7%	-3%	0%	?	-4%
COC(=O)NCC(c1cccnc1)N1CCOCC1 (centres undefined)	-38%	-4	-5%	-1	-3%	0	5%	1%	1%	1%	1%
S=C(NCC1CCCO1)NC1CCCC1 (centres undefined)	13µM*	7	-22%	-1	0%	8	2%	-2%	-6%	0%	3%
CCn1nnc2cc(C(=O)OCC(=O)N(C)Cc3cccc(F)c3)ccc21	.	-9	.	.	5%	-19	-8%	.	.	.	-17%
COc1ccc(N2CCN(CCCNC(=S)Nc3c(C)cccc3C)CC2)cc1	?	5	?	6	-4%	-9	4%	-2%	4%	3%	0%
O=C(CSc1nccn1Cc1ccccc1)NCc1ccccc1	40%	-2	-30%	2	14%	-7	1%	-1%	0%	0%	6%
CCOC(=O)C1C(=O)OC(C)(C)C1C(CC)C(=O)c1ccccc1 (centres undefined)	18%	11	-2%	1	-3%	-12	-1%	-2%	3%	4%	0%
Cn1c(SCC(=O)NC2(C#N)CCCCC2)nnc1-c1cccnc1	-24%	-7	2%	2	0%	2	0%	-3%	0%	0%	1%
CCOC(=O)c1cc2c(nc1NC(=S)Nc1ccccc1)CC(C)(CC)OC2 (centres undefined)	3.5µM*	9	7.9µM*	0	-1%	14	-8%	1%	2%	2%	-1%
O=c1[nH]c(-c2ccccc2)c(-c2ccccc2)[nH]1	-7%	-1	-4%	0	3%	1	2%	1%	15%	1%	-2%
CCCCCCc1cc2cc(C(=O)Nc3cccc(OC)c3)c(=O)oc2cc1O	6%[10 µM]	8	-31%	2	-1%	1	-1%	-14%	-23%	-12%	2%
CCOC(=O)C1CCN(C(=O)Nc2ccc3nccnc3c2)CC1	?	-4	19%	-9	-3%	-15	0%	0%	-4%	?	2%

Single entries from the list:
Reading of `O=c1[nH]c(-c2ccccc2)c(-c2ccccc2)[nH]1` under uPA generation: -2%
Reading of `CC(=O)Nc1sc(C)c(C)c1C(=O)OC1CCOC1=O` (centres undefined) under Rab9 promoter act: -3%

Continuation.
SMILES	RORgamma inh	Giardia kill	Gal4-VP16 FLuc	Coupling enz	ELG1 genotoxic	KCNH2 3.1 inh	Tb PFK inh	NPC1 promoter act	Rab9 promoter act	FLuc counter	uPA generation
O=C(Nc1ccc(Cl)cc1F)c1ccc2c(c1)C(=O)N(Cc1ccncc1)C2=O	.	2	.	.	2%	-22	1%	.	.	.	1%
CCOCCCNC(=O)CN(c1cc([N+](=O)[O-])ccc1OC)S(C)(=O)=O	-5%	-20	5%	0	0%	3	0%	-3%	-3%	0%	-2%
O=C(NNc1ccc(Cl)cc1)c1sccc1Cl	-11%	40[activator]	-6%	-1	9%	-23	-7%	13%	0%	?	-16%
O=C(NC(C(=O)c1ccccc1)n1c(=O)cc[nH]c1=S)c1ccccc1 (centres undefined)	9%	8	?	2	2%	4	0%	1%	-2%	-1%	1%
CCc1cccc2c(=O)c(C(=O)NCCCOC)c[nH]c12	26%	-2	-9%	-10	5%	-6	8%	-2%	-14%	-3%	2%
COc1ccc(S(=O)(=O)N2CCC(NC(=O)c3ccccc3)CC2)cc1	24%	12	-4%	0	2%	1	1%	-4%	-5%	0%	6%
COC(=O)Cc1cnc(NC(=O)CSc2nc(C(C)C)cc(=O)[nH]2)s1	10%	-7	5%	4	1%	-34	-7%	0%	-3%	1%	5%
COc1ccc(NC(=O)/C=C/c2ccc(Br)o2)cn1	35%	13	-10%	-23	1%	0	2%	21%	26%	?	1%
O=C(OCc1ccccc1F)c1ccc2c(c1)-c1ccccc1C2=O	19%	-2	17%	-3	?	0	0%	2.2µM*	2.2µM*	?	.
CC1CCCN(C(=O)CSc2nnc3n(C4CCCC4)c(=O)c4ccccc4n23)C1 (centres undefined)	-14%	5	-4%	2	-20%	-1	0%	0%	4%	-1%	.
CCOC(=O)c1c(C)nsc1NC(=O)C1CCCCC1	37%	-7	1%	1	-4%	18	-14%	-6%	-1%	3%	-2%
CCc1cccc(C)c1NC(=S)NCc1ccc2[nH]c(C)cc2c1	4µM*	16	10µM*	-1	0%	-1	0%	-2%	-1%	3%	2%
COc1ccc(CCc2nc(-c3ccc(-n4cccc4)cc3)no2)cc1	22%	4	-9%	0	-6%	2	2%	-3%	-14%	1%	6%
CCOC(=O)c1ccc(NC(=S)N2CCN(S(C)(=O)=O)CC2)cc1	17%	-25	-4%	1	2%	-10	-2%	1%	-3%	5%	5%
COc1ccccc1N1CCN(S(=O)(=O)c2ccc(NC(C)=O)cc2)CC1	29%	-15	-8%	-3	-1%	-2	-2%	2%	-1%	1%	2%

Record cards (already shown). Order of screens: RORgamma inh | Giardia kill | Gal4-VP16 FLuc | Coupling enz | ELG1 genotoxic | KCNH2 3.1 inh | Tb PFK inh | NPC1 promoter act | Rab9 promoter act | FLuc counter | uPA generation
Entry for COc1ccccc1N1CCN(S(=O)(=O)c2ccc(NC(C)=O)cc2)CC1 = 29% | -15 | -8% | -3 | -1% | -2 | -2% | 2% | -1% | 1% | 2%
Entry for CC1CCCN(C(=O)CSc2nnc3n(C4CCCC4)c(=O)c4ccccc4n23)C1 (centres undefined) = -14% | 5 | -4% | 2 | -20% | -1 | 0% | 0% | 4% | -1% | .
Entry for O=C(NC(C(=O)c1ccccc1)n1c(=O)cc[nH]c1=S)c1ccccc1 (centres undefined) = 9% | 8 | ? | 2 | 2% | 4 | 0% | 1% | -2% | -1% | 1%
Entry for COC(=O)Cc1cnc(NC(=O)CSc2nc(C(C)C)cc(=O)[nH]2)s1 = 10% | -7 | 5% | 4 | 1% | -34 | -7% | 0% | -3% | 1% | 5%
Entry for CCc1cccc(C)c1NC(=S)NCc1ccc2[nH]c(C)cc2c1 = 4µM* | 16 | 10µM* | -1 | 0% | -1 | 0% | -2% | -1% | 3% | 2%

(listing goes on)
SMILES	RORgamma inh	Giardia kill	Gal4-VP16 FLuc	Coupling enz	ELG1 genotoxic	KCNH2 3.1 inh	Tb PFK inh	NPC1 promoter act	Rab9 promoter act	FLuc counter	uPA generation
O=C(COc1ccc(Cl)cc1)NC1=NN(c2ccccc2)C(=O)C1	5%	7	-17%	6	0%	-4	0%	-1%	-1%	-3%	-19%
NS(=O)(=O)c1ccc(CCNC/C=C/c2ccccc2)cc1	-18%	12	3%	3	-9%	-21	2%	-2%	2%	9%	-27%
Cn1ncc2cc(NC(N)=S)ccc21	-2%	-9	9%	0	0%	-1	2%	0%	7%	-4%	0%
CCOC(=O)c1c(/N=C/C2=C(O)CCCC2=O)sc2c1CCCC2	18%	4	17%	0	0%	-4	4%	1%	0%	1%	4%
NC(=O)N=Nc1c(O)[nH]c2ccc([N+](=O)[O-])cc12	2%	-7	-3%	0	1%	17	-1%	-2%	-2%	0%	11%
S=C(Nc1ccc(Cl)cc1)N1CCN(Cc2ccccc2)CC1	11µM*	-11	-28%	1	-3%	10	-3%	-3%	2%	19µM*	0%
O=C(CN1CC(=O)Nc2ccccc21)NCCc1ccc(Cl)cc1Cl	25%	-8	18%	1	25%	14	-3%	-2%	0%	-4%	1%
CCN(CC)C(=O)C(Sc1nnnn1-c1ccc(O)cc1)c1ccccc1 (centres undefined)	-16%	4	19%	3	2%	19	-2%	0%	0%	2%	-1%
CCCCNS(=O)(=O)c1ccc2nc(-c3cccnc3)cc(C(=O)NCC(OC)OC)c2c1	-5%	-3	-3%	-2	8%	8	2%	2%	-7%	0%	?
Cc1csc(NC(=O)c2c(-c3c(Cl)cccc3Cl)noc2C)n1	-8%	-6	0%	0	1%	-4	-2%	-2%	-2%	-1%	9%
COc1ccccc1/C=C/C=N/NC(=O)Cc1cccs1	10µM*	-4	?	1	11%	4	-6%	14%	27%	?	13%
Cc1cc(=O)[nH]c2nnc(-c3ccc(Br)cc3)n12	-36%	?	-21%	-10	?	-15	2%	2.8µM*	?	0.95µM*	?
